hcGAS lum: Primary biochemical luminescence assay for human cyclic GMP-AMP synthase inhibitors | inhibition, % at 12.5 µM | Q8N884 | recombinant h-cGAS, ATP depletion, Kinase-Glo luminescence | 290,000 compounds, 0.081% hits;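 further: 0% = vehicle reaction and 100% = reaction without DNA for no activity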
Target sequence (Q8N884 whole entry, looked up): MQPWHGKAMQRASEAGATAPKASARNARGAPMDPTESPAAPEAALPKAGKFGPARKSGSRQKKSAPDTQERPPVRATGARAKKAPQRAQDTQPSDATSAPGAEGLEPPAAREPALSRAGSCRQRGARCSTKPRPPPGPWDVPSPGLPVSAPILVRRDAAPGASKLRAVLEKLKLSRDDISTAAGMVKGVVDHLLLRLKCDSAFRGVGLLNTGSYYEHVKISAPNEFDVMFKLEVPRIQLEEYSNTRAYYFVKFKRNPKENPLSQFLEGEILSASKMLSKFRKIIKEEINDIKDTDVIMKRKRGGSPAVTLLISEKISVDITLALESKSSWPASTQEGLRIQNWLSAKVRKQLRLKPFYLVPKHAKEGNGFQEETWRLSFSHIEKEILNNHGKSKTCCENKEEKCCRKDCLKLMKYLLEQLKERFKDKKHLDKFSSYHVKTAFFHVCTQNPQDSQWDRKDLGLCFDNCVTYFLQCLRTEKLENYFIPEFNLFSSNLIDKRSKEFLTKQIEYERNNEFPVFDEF
NPYLR7 ag: agonists of mosquito NPYLR7 receptor, primary screen, cell-based, Aedes aegypti, calcium fluorescence, mosquito biting behavior. Aedes aegypti neuropeptide Y-like receptor 7 (NPYLR7). HEK293T NPYLR7/Galpha15, GCaMP6s calcium fluorescence. activation, % at 10 µM. 270,000 compounds, 0.15% hits. AID 1259423, 2018; in the data active means activation above about 40%;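 further: 0% = vehicle and 100% = reference agonist at the receptor; some compounds past the cut are filed as inactive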
mcGAS inh: cyclic GMP-AMP synthase inhibitors, mouse, primary biochemical chemiluminescence. AID 1259399, 2018. recombinant cGAS, Kinase-Glo ATP depletion luminescence. 160,000 compounds, 0.15% hits. inhibition, % at 12.5 µM;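 further: 0% = negative control wells and 100% = reference inhibitor with no enzyme activity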
* hit, by the source's call; / = no result given; & = joins results of further samples. Unless noted, no stated cut-off is given here; in the data, active means inhibition above about 40%; inactive means the rest.

Screens in order: hcGAS lum | mcGAS inh | NPYLR7 ag
CN1C(=O)COCc2c(-c3cccc(O)c3)cccc21
→ -5 | / | 9
C=CCNC(=O)c1ccc(-c2cnc3ccccc3c2)o1
→ -1 | / | 12
Nc1cc(-c2cccc(Cl)c2)nn1-c1ccc(C(=O)Nc2cccc(C(F)(F)F)c2)cc1
→ -6 | -5 | 4
CC(C)c1csc(CN(CCc2ccccc2)CC2CCN(C)CC2)n1
→ -2 | -9 | 4
Cc1ccc(NC(=O)CC(=O)N2CCN3CCCC3C2)c(C)c1 (configuration not stated)
→ -3 | / | 20
CN1CCN(c2snnc2CO)CC1
→ -14 | -6 | /
CC(C)NC(=O)c1ccc(Cl)c(NC(=O)CN2C(=O)c3cccnc3C2=O)c1
→ -2 | / | 4
FC(F)(F)c1nc(Oc2ccc(-c3nnco3)cc2)c2ccccc2n1
→ 1 | -3 | -2
Cc1nn(-c2ccccn2)c2c1C(Cl)=C(/C=N\NC(=O)c1ccncc1)CC2
→ -8 | / | 12
CCOc1cc(C=NNc2nc(C)cs2)ccc1OC
→ 5 | 0 | -4
O=C(NCc1nnnn1-c1ccccc1)c1ccc2ccccc2c1
→ -2 | -5 | -1
CCCOc1cc(C)ccc1S(=O)(=O)N1CCCC1
→ -4 | -6 | -5
CCC(=O)Nc1sc(C)c(C)c1C(N)=O
→ 2&6 | / | 1&5
CC1(Cc2cccc(F)c2)C(=O)Nc2c(Cl)ccc(Cl)c21 (configuration not stated)
→ 5 | 1 | -2
CCCOc1ccc(CSc2nnc(CC)n2N)cc1
→ -7 | / | -10
CCc1ccc(-c2noc(CN3C(=O)NC4(CCC(C)CC4)C3=O)n2)cc1 (configuration not stated)
→ -6 | -15 | 1
COC(=O)c1ccccc1S(=O)(=O)N1CCC(c2c[nH]c3ccc(F)cc23)CC1
→ -2 | -6 | 25
Cc1ccc(-n2cc[nH]c2=S)c(C)c1
→ -8 | / | 0
NC(=O)NCc1cccs1
→ 4 | 0 | 3
CCc1ncc(C(=O)NCc2cc3c(O)n(CC)cc3nc2OC)cn1
→ -3 | / | 3
Oc1ccccc1-c1nnc2n1N=C(c1ccc(F)cc1)CS2
→ -2 | / | 16
CN(Cc1cc(C2CC2)n[nH]1)Cc1nc(Cc2ccccc2F)no1
→ -6 | / | 4
CC(C)COc1cccc(C(=O)N2CCN(Cc3cc(=O)n4ccsc4n3)CC2)c1
→ -8 | / | 5
O=C(c1ccc2ccccc2c1)N1CCn2c(nnc2C(=O)N2CCCCC2)C1
→ -7 | / | 9
CCOC(=O)N(NC1=NS(=O)(=O)c2ccccc21)S(=O)(=O)c1ccc2ccccc2c1
→ -6 | -7 | -11
CCOC(=O)C1(C)CCN1C(=O)c1ccc(-c2ccccc2)cc1 (configuration not stated)
→ -16 | -8 | 4
CC1C(=O)N(c2ccc([N+](=O)[O-])cc2)CCN1C(=O)c1ccc(F)cc1 (configuration not stated)
→ -5 | / | 2
C=CCN(CC=C)CC(O)CN1c2ccccc2Sc2ccccc21 (configuration not stated)
→ -2 | -6 | 3
O=C(O)CNC(=O)c1ccc([N+](=O)[O-])o1
→ -4 | / | 3
c1ccc(-n2cc(CN3CCN(c4ncnc5ccccc45)CC3)cn2)cc1
→ -1 | / | 3

Arranged by SMILES length (rising): part of the list above.
Screens in order: hcGAS lum | mcGAS inh | NPYLR7 ag
CN1CCN(c2snnc2CO)CC1
→ -14 | -6 | /
CCOc1cc(C=NNc2nc(C)cs2)ccc1OC
→ 5 | 0 | -4
CC(C)c1csc(CN(CCc2ccccc2)CC2CCN(C)CC2)n1
→ -2 | -9 | 4

The main list resumes with the two entries that preceded the break.
Screens in order: hcGAS lum | mcGAS inh | NPYLR7 ag
O=C(O)CNC(=O)c1ccc([N+](=O)[O-])o1
→ -4 | / | 3
c1ccc(-n2cc(CN3CCN(c4ncnc5ccccc45)CC3)cn2)cc1
→ -1 | / | 3
COc1ccc(-n2nc(C(=O)NC3CC3)c(=O)n(Cc3ccc(F)cc3)c2=O)cc1
→ -5 | -5 | 8
COc1cc(/C=C2\SC(=Nc3cc(C)cc(C)c3)NC2=O)ccc1O
→ -5 | -3 | -8
CCN(C)c1ccc(/C=C2/SC(=S)NC2=O)cc1
→ -1 | 0 | 19
COc1ccc(NC(=O)c2cc3ccccc3oc2=O)cc1Cl
→ -5 | -6 | -7
COc1ccc(CCOc2nc(-c3cccc(C(F)(F)F)c3)n(-c3ccc(NC(=O)c4ccc(F)cc4)cc3)n2)cc1
→ -7 | -4 | 7
CCN(CC)S(=O)(=O)c1ccc(N(C)C)c(NS(=O)(=O)c2ccccc2Cl)c1
→ -3 | -7 | 7
OC1CNC(c2cc(F)ccc2F)C1 (configuration not stated)
→ -7 | / | 8
CCC(C)N(Cc1c(-c2ccccc2)noc1N1CCOCC1)C(=O)c1ccccc1OC (configuration not stated)
→ 1 | -1 | 0
CN(Cc1cnccn1)C(=O)NC1CC1C1CCCCC1 (configuration not stated)
→ 0&-1 | / | -1&-12
COc1ccc(C2CCCN2c2cn[nH]c(=O)c2Cl)cc1 (configuration not stated)
→ 8&-12 | -3 | -10&6
CC(C)C[N+]1=C2SCCCN2C(O)(c2ccc(OC(F)F)cc2)C1 (configuration not stated)
→ -6&-3 | -2 | 8&7
CC(CCc1ccccc1)NC(=O)N(C)Cc1ccc(N(C)C)cc1 (configuration not stated)
→ 11 | / | -3
CC=CC(=O)OCC(=O)N(Cc1ccco1)C12CC3CC(CC(C3)C1)C2
→ -2 | -4 | /
O=S1(=O)CCCCN1c1ccccc1
→ -4 | -5 | 5
Cc1ccccc1CSc1nc2c(c(=O)n1-c1ccc(F)cc1)SCC2
→ 2 | -4 | -2
COc1ccccc1CN1CC(O)CN(C(=O)CCc2ccccc2)CC1=O (configuration not stated)
→ 3 | -8 | 19
CCOC(=O)C1(CCc2ccccc2)CCCN(C(=O)C2=C(C)OCCO2)C1 (configuration not stated)
→ -4 | / | 6
COc1ccc2oc(=O)c(-c3nnc(Nc4ccccc4F)s3)cc2c1
→ -2 | -5 | -10
COC1(OC)N=C(N)C2(C#N)C(c3ccc4c(c3)OCO4)C12C#N (configuration not stated)
→ -4 | / | -1
Cc1ccc(C2=N/C(=C\c3ccc(N(C)C)cc3)C(=O)O2)cc1C
→ -7 | / | -5
Cc1cc(C=C(C#N)C(=O)O)c(C)n1C1CC1
→ -3 | -7 | 7
CCc1nc2ccc(C(=O)NCCCn3ccnc3)cn2c1N(C)C(=O)c1cccc(OC)c1
→ -1 | 0 | 1
CC1CN(S(=O)(=O)c2cccc3nsnc23)CC(C)O1 (configuration not stated)
→ -2 | / | 1
COc1cc(C2C(C(=O)OC(C)C)=C(C)NC3=C2C(=O)CC(c2ccccc2)C3)ccc1O (configuration not stated)
→ -9 | -5 | 5
Cc1cc(C)cc(NC(=O)CSc2nc(=O)n(CCCN3CCOCC3)c3c2CCCC3)c1
→ -8 | -6 | -2
Cc1cn2c3c(=O)n(Cc4ccc(F)cc4)c(=O)n(C)c3nc2n1CCOCCO
→ -6 | / | -6
O=C(NCCc1ccccc1)N1CCCC2(C1)NCCc1c2[nH]c2ccccc12 (configuration not stated)
→ -4 | -4 | 0
CNC(=S)NN=CC1=CCC2CC1C2(C)C (configuration not stated)
→ -5 | / | -1
O=C(c1ccccc1)N1CCC(N2CC[C@@H](c3ccc(F)cc3)[C@H](O)C2)CC1
→ -6 | -17 | 1
CN1CCN(c2c(S(=O)(=O)c3ccccc3)cnc3cc4c(cc23)OCCO4)CC1
→ -3 | -3 | 6
CCOC(=O)C1=NN(C(C)=O)C(C(=O)c2ccccc2)C1c1ccccc1 (configuration not stated)
→ -23 | -8 | 2
O=C1CCN(CC(O)COCc2ccco2)c2cc3c(cc2CN1CC1CC1)OCO3 (configuration not stated)
→ 14 | 3 | -4
COCCNC(=O)c1cccc(OC2CCN(Cc3[nH]c4ccccc4c3C)CC2)c1
→ 0 | 1 | /
Cc1nc2scc(C)n2c1C=Cc1nc2ccccc2s1
→ -4 | / | 10
CN1CCN(CCCNC(=O)c2cc(-c3ccco3)[nH]n2)CC1
→ -7 | -6 | 2
COc1cccc(CN2CCCC(N(C)Cc3ccccc3)C2)c1OC (configuration not stated)
→ -10 | / | 6
CCN1CCN(c2nc3nonc3nc2NC2CCCC2)[C@@H](C)C1=O
→ -6 | / | 7
Cc1cc(C(=O)NC(C)c2nnc3n2CCNCC3)c2ccc(F)cc2n1 (configuration not stated)
→ -7 | -16 | 12
Cc1nc(C)c(Cc2c(F)cccc2Cl)c(N2CCN(C(=O)c3ccc(F)cc3)CC2)n1
→ -6 | -6 | 7
CN(C(=O)CC(C)(C)C)[C@@H]1[C@@H](O)C[C@@H]2C[C@H](c3ccccn3)OC[C@@]21O
→ -1 | -8 | 0
CCN(CCn1cccn1)Cc1nc(C2(c3ccc(C)cc3)CCCC2)no1
→ -2 | -2 | -2
CCOC(=O)CN1C(=O)CCN(C(=O)c2cccs2)CC(OC)c2ccccc21 (configuration not stated)
→ -1 | -7 | 4
COc1ccc(C(=O)Nc2cc(C(=O)N3CCC(C)CC3)cn(C)c2=O)c(OC)c1
→ -1 | -2 | 0
O=C(/C=C/c1c(C(=O)O)[nH]c2cc(Cl)cc(Cl)c12)Nc1ccccc1
→ 0 | / | 28
COc1ccc(-c2nnc(CSC(=S)N3CCCC3)o2)cc1
→ -7 | / | 6
CCOC(=O)c1ccc(NC(=O)Nc2nc3c(s2)CC(C)CC3)cc1 (configuration not stated)
→ -5 | 0 | -1
COc1ccc(OC)c(-c2cccc(-c3ccc(NC(=O)COC(C)=O)cc3)n2)c1
→ 7 | 1 | 2
Cn1cncc1[C@@H]1C[C@H](NC(=O)c2ccccc2)C[C@H](C2CCCCC2)O1
→ -3 | -13 | 15
Oc1ccccc1C1=Nc2ccccc2N=C(C(F)(F)F)C1
→ 7 | 3 | 0
CCc1ccccc1NC(=O)CC1(NC(=O)OC(C)(C)C)CCC1
→ -6 | / | 4
O=C(c1cncc(Br)c1)N1CCN(c2nccc(-c3ccc(N4CCOCC4)cc3)n2)CC1
→ -6 | -7 | -5
CC(NC(=S)Nc1cccnc1)C1CC2CCC1C2 (configuration not stated)
→ -3 | -4 | 10
Cc1c(C)c(C(=O)N2CCOCC2)n(Cc2ccccc2F)c1C
→ -5 | -8 | 21
O=C(NC(c1ccc(F)cc1)c1cnccn1)C1CCN(CCOc2ccc(Cl)cc2)CC1 (configuration not stated)
→ -1 | -1 | -1
O=C(c1ccc2[nH]ccc2c1)N1CCCC(Nc2ccc(F)c(F)c2)C1 (configuration not stated)
→ -2 | / | 0
CC(=O)OCC(=O)N1CCC(CCc2ccc3c(c2)OCO3)CC1
→ 2 | 0 | -10
CCN(CC(=O)NC1CCOCC1)CC(O)c1ccc(C)cc1 (configuration not stated)
→ -11 | / | 8
COc1cc(-c2cncc(N3CCN(CCO)CC3)n2)cc(OC)c1OC
→ -3 | -1 | -9
Cc1ccccc1C1c2ccsc2CCN1C(=O)c1ccccc1Cl (configuration not stated)
→ -7 | -6 | -4
CCOc1ccc(-c2cc3c(=O)n(CC(=O)NC4CCCC4)ccn3n2)cc1
→ -4 | -7 | 2

(listing goes on)
Screens in order: hcGAS lum | mcGAS inh | NPYLR7 ag
COc1ccc(-c2ccccc2OC(C)C(N)=O)c2ccc(C)nc12 (configuration not stated)
→ 3 | / | 6
Cc1cc(O)c(-c2n[nH]c3c2C(c2ccc(Cl)cc2)N(CCCO)C3=O)cc1C (configuration not stated)
→ -3 | -8 | -10
O=C(CSc1nnc(CNC(=O)c2cccs2)n1-c1ccc(Cl)c(Cl)c1)Nc1ccccc1C(F)(F)F
→ -5 | / | -7
Cc1cc(C(=O)N(Cc2cccnc2)c2nc3c(C)c(Cl)ccc3s2)on1
→ -5 | -6 | 4
CCCc1cnc2c(c1SCc1cccnc1)c(=O)n(C)c(=O)n2C
→ 3 | -2 | -7
CCOC(=O)C12C(=O)OC(C)(C)C1C2(CC)C(=O)c1ccc(-c2ccccc2)cc1 (configuration not stated)
→ -6 | / | 17
COc1ccc2nc(-c3ccc(OC)c(NC(=O)CC4CCCCC4)c3)cn2n1
→ -7 | -9 | -6
C/C=C(/OC)C(=O)N1CCC(n2c(C)nc3ccc(C)cc32)CC1
→ 27 | -3 | -3
Cc1nn(-c2ccccc2)c(C)c1/C=N\NC(=O)CSc1nc2ccccc2[nH]1
→ -7 | -9 | 0

Taken from above:
COc1ccc2nc(-c3ccc(OC)c(NC(=O)CC4CCCCC4)c3)cn2n1 – mcGAS inh: -9
C/C=C(/OC)C(=O)N1CCC(n2c(C)nc3ccc(C)cc32)CC1 – NPYLR7 ag: -3
Cc1nn(-c2ccccc2)c(C)c1/C=N\NC(=O)CSc1nc2ccccc2[nH]1 – hcGAS lum: -7

Pulled by compound from the entries so far:
Screens in order: hcGAS lum | mcGAS inh | NPYLR7 ag
Cc1ccccc1CSc1nc2c(c(=O)n1-c1ccc(F)cc1)SCC2
→ 2 | -4 | -2
COc1ccc(OC)c(-c2cccc(-c3ccc(NC(=O)COC(C)=O)cc3)n2)c1
→ 7 | 1 | 2
CCN(C)c1ccc(/C=C2/SC(=S)NC2=O)cc1
→ -1 | 0 | 19
COc1ccc(-c2ccccc2OC(C)C(N)=O)c2ccc(C)nc12 (configuration not stated)
→ 3 | / | 6
CN(C(=O)CC(C)(C)C)[C@@H]1[C@@H](O)C[C@@H]2C[C@H](c3ccccn3)OC[C@@]21O
→ -1 | -8 | 0
Cc1cc(O)c(-c2n[nH]c3c2C(c2ccc(Cl)cc2)N(CCCO)C3=O)cc1C (configuration not stated)
→ -3 | -8 | -10
O=C(/C=C/c1c(C(=O)O)[nH]c2cc(Cl)cc(Cl)c12)Nc1ccccc1
→ 0 | / | 28

Bioassay records from PubChem.
